TRPC4 inh: inhibitors of mouse TRPC4 channel, primary screen, Fluo4 calcium, HEK293 TRPC4beta/mu-opioid cells | AID 2247, 2010 | Short transient receptor potential channel 4 (Mus musculus), Q9QUQ5 | B-score at 10 µM | DAMGO-evoked Fluo4 calcium flux; active compounds read low | hit rate 0.39% among 300,000;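 active = B-score over 3 SD under the library average, no early fluorescence shift, positive overall ratio signal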
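material = TRPC4beta/mu-opioid receptor HEK293 cell line | probe or stimulus = sequential submaximal and maximal DAMGO stimulation | compound dosing = one concentration per compound | measured by = Fluo4 Ca2+ flux fluorescence | evaluation = integrated fluorescence ratio relative to baseline, converted to per-well B score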
TRPC6 activator: mouse TRPC6 channel activators, primary screen, cell-based, HEK293, membrane potential dye | HEK293-TRPC6 membrane potential dye fluorescence; active compounds read high | Short transient receptor potential channel 6 (Mus musculus), Q61143 | hit rate 0.13% among 310,000 | B-score at 10 µM;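 active = B-score of the integrated fluorescence ratio above library mean plus 3 SD, and starting fluorescence ratio within library mean plus 5 SD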;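 note: higher score means more depolarization so channel activation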
TMEM16A inh: TMEM16A chloride channel inhibitors, primary screen, cell-based, HTS; normalized B-score (activity score, 25-100; higher = stronger inhibition) at 10 µM; HEK293 TMEM16A/YFP iodide influx fluorescence, ionomycin; AID 588511, 2011; hit rate 1.2% among 310,000;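 active = ratio plate-corrected score three or more library SD toward inhibition, starting fluorescence score within five deviations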;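 note: score derived from kinetic fluorescence span divided by baseline fluorescence per well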
MrgX1 antag: antagonists of human MrgX1 receptor, primary screen, HEK293 cells, Fluo-4 calcium flux | BAM8-22 antagonism; active compounds read low | AID 588676, 2011 | hit rate 1.3% among 310,000 | B-score at 10 µM;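 active = calcium-response B-score plate-corrected more than 3 library SD below zero, starting fluorescence within 5 deviations, no agonist response on first addition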;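 note: peak minus trough fluorescence over baseline after final BAM8-22 challenge near maximal dose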
Target sequence (Q96LB2 whole entry, looked up): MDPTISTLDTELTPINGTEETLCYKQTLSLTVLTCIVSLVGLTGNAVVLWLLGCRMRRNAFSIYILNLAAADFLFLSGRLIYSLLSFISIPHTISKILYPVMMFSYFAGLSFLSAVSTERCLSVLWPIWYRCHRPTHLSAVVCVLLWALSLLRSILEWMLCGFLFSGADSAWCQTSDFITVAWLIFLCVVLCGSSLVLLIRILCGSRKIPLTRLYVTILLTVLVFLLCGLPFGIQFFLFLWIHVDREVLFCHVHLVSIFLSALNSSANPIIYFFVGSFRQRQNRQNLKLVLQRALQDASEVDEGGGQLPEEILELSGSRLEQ
TRPC4 PAM: positive allosteric modulators of TRPC4, primary screen, cell-based, mouse TRPC4beta, HEK293 mu-opioid, Fluo-4 calcium; hit rate 0.42% among 310,000; B-score at 10 µM; DAMGO EC20, Fluo-4 Ca2+ flux; active compounds read high;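 active = B-score of calcium response area above 5 SD of library B-scores, with initial fluorescence ratio within 5 SD of library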;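 note: B-score of integrated fluorescence ratio over time as area under calcium response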
MrgX1 agonist: agonists of human MrgX1 receptor, primary screen, HEK293 cells, Fluo-4 calcium flux. Fluo-4 calcium fluorescence, agonist mode; active compounds read high. B-score at 10 µM. hit rate 0.44% among 310,000;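 active = calcium response B-score plate-corrected fluorescence ratio at least 3 library SD, with starting fluorescence B-score inside 5 SD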
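Material – MrgX1-expressing HEK293 cells · Input – 15,000 cells seeded per well · Dosing – compound as first of three additions · Times – overnight seeding, then 1 h dark dye loading · Measured by – kinetic Fluo-4 NW fluorescence of intracellular calcium · Read-out – B-scored fluorescence response ratio · Benchmarks – positive and negative control wells on each plate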
TMEM16A act: TMEM16A chloride channel activators or potentiators, primary screen, cell-based, HTS | Anoctamin-1 (Mus musculus), Q8BHY3 | HEK293 TMEM16A/YFP-H148Q/I152L, iodide quench fluorescence; active compounds read low | hit rate 0.3% among 340,000 | B-score at 10 µM;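 active = fluorescence-ratio B-score plate-corrected deviation score at least 3 library SD below zero, with starting fluorescence score within 5 deviations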;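 note: channel opened by trigger with iodide after compound preincubation; score built on the fluorescence ratio of max minus min over baseline; more negative score means more quench and so TMEM16A activation or potentiation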
TRPC6 inhibitor: mouse TRPC6 channel inhibitors, primary screen, cell-based, HEK293, membrane potential dye | ACh-evoked depolarization; active compounds read low | B-score at 10 µM | Short transient receptor potential channel 6 (Mus musculus), Q61143 | hit rate 1.1% among 310,000;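 active = B-score under library mean minus 3 SD, initial fluorescence not abnormally high, positive integrated signal ratio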;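 note: B-score derived from integrated fluorescence ratio over the kinetic read; more negative B-score means stronger inhibition of depolarization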
MrgX1 PAM: positive allosteric modulators of MrgX1, primary screen, HEK293 cells, Fluo-4 calcium flux; hit rate 0.63% among 310,000; B-score at 10 µM; FDSS; active compounds read high; AID 588675, 2011;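 active = plate-corrected calcium response at least 3 library SD above typical, normal starting fluorescence, not activating the receptor alone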;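 note: compound read alongside a low EC10 to EC30 dose of BAM8-22 agonist; peak minus trough fluorescence over baseline measured at the second addition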
RGS4 inh: RGS4 inhibitors, primary screen, cell-based, HEK293 M3R inducible RGS4, calcium flux | B-score at 10 µM | hit rate 0.45% among 310,000 | Fluo-4 calcium flux; active compounds read high; triggered by carbachol at its EC20 | Regulator of G-protein signaling 4 (Homo sapiens), P49798;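 active = B-score, a plate-corrected calcium signal, over three deviations above library mean, with baseline fluorescence within five deviations of library mean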;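 note: RGS4 expression induced by doxycycline in cells with stable M3 receptor; B-score is computed from the integrated fluorescence ratio over baseline after carbachol; higher B-score means a larger calcium signal and so more RGS4 inhibition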
Target sequence (P49798 whole entry, looked up): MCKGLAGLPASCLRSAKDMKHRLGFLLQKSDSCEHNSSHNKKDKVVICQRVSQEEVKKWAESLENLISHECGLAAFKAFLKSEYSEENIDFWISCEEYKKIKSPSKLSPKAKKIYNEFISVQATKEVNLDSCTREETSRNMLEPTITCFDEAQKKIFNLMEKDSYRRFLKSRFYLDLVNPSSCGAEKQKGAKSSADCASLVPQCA
TRPC4 agonist: activators of mouse TRPC4 channel, primary screen, Fluo4 calcium, HEK293 TRPC4beta/mu-opioid cells | Short transient receptor potential channel 4 (Mus musculus), Q9QUQ5 | Fluo4 calcium fluorescence; active compounds read high | B-score at 10 µM | hit rate 0.49% among 310,000;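 active = B-score above 5 SD of library B-scores, and initial fluorescence ratio not above library mean plus 5 SD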;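 note: positive B-score marks a calcium rise read as TRPC4 activation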
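Assay system: HEK293 stable line with TRPC4beta plus mu-opioid receptor; schedule: 45 min room-temperature Fluo4 loading, 110 s read; technique: kinetic Fluo4 calcium fluorescence; evaluation: integrated baseline-normalised fluorescence ratio, converted to per-well B score; controls: buffer (low) and maximal DAMGO (high)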
Starred values were filed as active, the others as inactive; i = inactive; . = no result given.

SMILES	TRPC4 inh	TRPC6 activator	TMEM16A inh	MrgX1 antag	TRPC4 PAM	MrgX1 agonist	TMEM16A act	TRPC6 inhibitor	MrgX1 PAM	RGS4 inh	TRPC4 agonist
OCCNc1cc(Cl)ncn1	i	i	i	i	i	i	i	i	i	i	i
COCCNc1nnc(SCC(=O)NNC(=O)c2ccc([N+](=O)[O-])cc2)s1	i	i	i	i	i	i	i	i	i	i	i
NS(=O)(=O)c1cc2c(cc1Cl)NC(C(Cl)Cl)NS2(=O)=O (configuration not stated)	i	i	i	i	i	i	i	i	i	i	i
O=c1cc(CO)occ1OCc1c(F)cccc1Cl	i	i	i	i	i	i	i	i	i	i	i
CCOC(=O)C1=CN(C)C=C(C(=O)OCC)C1c1ccsc1	i	i	i	i	i	i	i	i	i	i	i
Cc1cccc(C)c1NC(=O)CNCC(=O)N(C)C	i	i	i	i	i	i	i	i	i	i	i
COc1cc(OC)cc(-c2nnc(SCc3cccnc3)o2)c1	i	i	i	i	i	i	i	i	i	i	i
NN(Cc1ccccc1)C(=S)Nc1ccc(Cl)c(Cl)c1	i	i	i	i	i	i	i	i	i	i	i
O=C(CSc1nc2ccccc2o1)Nc1nc2ccc(Br)cc2s1	i	i	i	i	i	i	i	i	i	i	i
COc1cc(N2C(=O)CSC23C(=O)Nc2ccccc23)cc(OC)c1OC (configuration not stated)	i	i	i	i	i	i	i	i	i	i	i
CC(=O)c1c(C)[nH]c(C(=O)OCc2nnc(-c3ccccc3)o2)c1C	i	i	i	i	i	i	i	i	i	i	i
CC(C)COc1ccc(-c2nn(-c3ccccc3)cc2/C=C2/SC(=S)N(CC(=O)O)C2=O)cc1	i	i	i	i	i	i	i	i	i	i	i
CCOC(=O)c1ccc(NC(=O)c2ccc(NC(=O)C3CCCO3)cc2)cc1 (configuration not stated)	i	i	i	i	i	i	i	i	i	i	i
Cc1nn(CC(=O)NCCCN2CCC(Cc3ccccc3)CC2)c(=O)c2cc(-c3ccccc3)nn12	i	i	i	i	i	i	i	i	i	i	i
O=C(CSc1ncn[nH]1)NCCc1ccc(Cl)cc1	i	i	i	i	i	i	i	i	i	i	i
O=C(NCC1c2ccccc2CCN1C(=O)CN1CCOCC1)C1CCCCC1 (configuration not stated)	i	i	i	i	i	i	i	i	i	i	i
O=C(NCC(c1ccco1)N1CCN(c2ccc(F)cc2)CC1)c1ccc2c(c1)OCO2 (configuration not stated)	i	i	i	i	i	i	i	i	i	i	i
COc1ccc(-c2coc3cc4oc(=O)cc(-c5ccccc5)c4cc23)cc1F	i	i	i	i	i	i	i	i	i	i	i
CC1(C)Cc2c(c(N3CCOCC3)nc3sc(C(=O)Nc4cccc(Cl)c4)c(N)c23)CO1	i	i	i	i	i	i	i	i	i	i	i
CC(C)n1cc(CN2CCC(n3nccc3NC(=O)CCCc3ccccc3)CC2)cn1	i	i	i	i	i	i	i	i	i	i	i
c1ccc2oc(-c3ccc(Nc4nc(N5CCCCC5)nc(N5CCOCC5)n4)cc3)nc2c1	i	i	i	i	i	i	.	i	i	i	i
O=C(N=C1SC2CS(=O)(=O)CC2N1c1ccc(F)cc1)C1CC1 (configuration not stated)	i	i	i	i	i	i	i	i	i	i	i
Cc1ccc(/C=C2/SC(=S)N(CCC(=O)N3CCOCC3)C2=O)cc1	i	i	i	i	i	i	i	i	i	i	i
CCOC(=O)C1=C(CSc2nccn2C)NC(=O)NC1c1ccc2c(c1)OCO2 (configuration not stated)	i	i	i	i	i	i	i	i	i	i	i
CC1CC(C)(C)NC(=S)N1CCCC(=O)N1CCN(c2ccccc2F)CC1 (configuration not stated)	i	i	i	i	i	i	i	i	i	i	i
CC(C)OC(=O)CNc1n[nH]c(=S)[nH]c1=O	i	i	.	.	i	.	i	i	.	i	i
O=C(CCCNC(=O)c1ccc(Cl)cc1)OCc1cccc(Br)c1	i	i	i	i	i	i	i	i	i	i	i
O=C(c1ccc(Br)cc1)c1cc([N+](=O)[O-])ccc1N1CCCCC1	i	i	i	i	i	i	i	i	i	i	i
O=C(NC(Cc1ccccc1)C(=O)O)/C(=C/c1ccc([N+](=O)[O-])cc1)NC(=O)c1ccc(Br)o1 (configuration not stated)	i	i	i	i	i	i	i	i	i	i	i
COc1ccc(S(=O)(=O)N(C)C)cc1NC(=O)Cc1cccs1	i	i	i	i	i	i	i	i	i	i	i
Cc1ccc(N2CCN(c3ncccc3[N+](=O)[O-])CC2)c(C)c1	i	i	i	i	i	i	i	i	i	i	i
Clc1c(OCCCn2ccnc2)ccc2ccccc12	i	i	i	i	15*	i	i	i	i	i	i
Cc1[nH][nH]c(=O)c1C(c1cc2c(cc1Br)OCO2)c1c(C)[nH][nH]c1=O	i	i	i	i	i	i	i	i	i	i	i
Cc1c(-c2ccccc2)nc2ccccc2c1C(=O)NCc1cccs1	i	i	i	i	i	i	i	i	i	i	i
O=S1(=O)CCC(N=Cc2cc(Br)ccc2O)C1 (configuration not stated)	i	i	i	i	i	i	i	i	i	i	i
COC(=O)c1cc(Br)c(=O)n(Cc2cccnc2)c1	i	i	i	i	i	i	i	i	i	i	i
COc1ccc(NC(=O)COC(=O)CCCN2C(=O)c3ccccc3C2=O)cc1Cl	i	i	i	i	i	i	i	i	i	i	i
O=c1[nH]c2ccc(S(=O)(=O)N3CCN(c4ccc(F)cc4)CC3)cc2o1	i	i	i	i	i	i	i	i	i	i	i
CCC(C)c1ccc(O)c(/C=N/O)c1 (configuration not stated)	i	i	i	i	i	i	i	i	6.88*	i	i
O=C(O)Cn1c(C(F)(F)F)nc2ccccc21	i	i	i	i	i	i	i	i	i	i	i
COc1ccc(CN2CC(=O)N(c3ccccc3C)C2=S)cc1OC	i	i	i	i	i	i	i	i	i	i	i
COC(=O)C(=Nc1ccccc1)/C(C(=O)C(=O)N(C)c1ccccc1)=C(\O)c1ccccc1	i	i	i	i	i	i	i	i	i	i	i
Cc1cccc(N2CCC(N=CN(C)C)=N2)c1	i	i	i	i	i	i	i	i	i	i	i
COc1ccc(CCNC(=O)CN2CCOc3ccccc32)cc1OC	i	i	i	i	i	i	i	i	i	i	i
COc1nc(OC)nc(N2CCCCCC2)n1	i	i	i	i	i	i	i	i	i	i	i
CCOC(=O)c1ccc(NC(=O)NS(=O)(=O)c2ccc(C)cc2)cc1	i	i	i	i	i	i	i	i	i	i	i
COc1cccc(NC(=O)Nn2cnnc2)c1	i	i	i	i	i	i	i	i	i	i	i
COc1cccc(OCC(O)CN2CCN(c3ccc(F)cc3)CC2)c1 (configuration not stated)	i	i	i	i	i	i	.	i	i	i	i
O=C(CS(=O)(=O)c1ccccc1)c1cc2cc(F)ccc2oc1=O	i	i	i	i	i	60.9*	i	i	i	i	i
O=C(Cc1noc2ccccc12)Nc1ccc(Cl)cc1	i	i	i	i	i	i	i	i	i	i	i
COc1ccc(N2CCN(C(=O)c3ccc(F)cc3)CC2)c([N+](=O)[O-])c1	i	i	i	i	i	i	i	i	i	i	i
CC(C)Sc1ccc(C(=O)Nc2ccc(F)cc2F)cn1	i	i	i	i	i	i	i	i	i	i	i
CC(=O)NC(CC(=O)Nc1ccc(S(=O)(=O)N2CCCCC2)cc1)c1ccccc1 (configuration not stated)	i	i	i	i	i	i	i	i	i	i	i
Cc1ccc(S(=O)(=O)N2CCC(C(=O)OCC(=O)N3CCC(C)CC3)CC2)cc1C	i	i	i	i	i	i	i	i	i	i	i
C[C@H](NC(=O)[C@@H]1CSC2c3ccccc3C(=O)N21)C(=O)NCc1c(F)cccc1Cl (some centres not stated)	i	i	i	i	i	i	i	i	i	i	i
Cc1ccc(S(=O)(=O)/N=C2/C=C(Sc3ncn[nH]3)C(=O)c3ccccc32)cc1	.	.	i	i	.	i	i	.	i	.	.
COc1cc(OC)c(NC(=O)CCCn2c(=O)oc3ccccc32)cc1Cl	i	i	i	i	i	i	i	i	i	i	i
CCOc1ccc(CN2CCNC(=O)C2CC(=O)NCc2cc(C)n(C)n2)cc1 (configuration not stated)	i	i	i	i	i	i	i	i	i	i	i
O=C(NCc1ccccc1F)c1ccc2c(c1)OCCO2	i	i	i	i	i	i	i	i	i	i	i
Cc1cc(C)c(NC(=S)N2CCCC2C(=O)O)c(C)c1 (configuration not stated)	i	i	i	i	i	i	i	i	i	i	i

More structures
SMILES	TRPC4 inh	TRPC6 activator	TMEM16A inh	MrgX1 antag	TRPC4 PAM	MrgX1 agonist	TMEM16A act	TRPC6 inhibitor	MrgX1 PAM	RGS4 inh	TRPC4 agonist
Cc1c(C(=O)O)c(C(=O)O)nc2ccc(N3CCOCC3)cc12	i	i	i	i	i	i	.	i	i	i	i
CC(C)[C@H](NC(=O)NCCC1=CCCCC1)C(=O)O	i	i	i	i	i	i	i	i	i	i	i
CCc1nc(SCc2cccnc2)c2c(=O)n(C)c(=O)n(C)c2n1	i	i	i	i	i	i	i	i	i	i	i
CC(Oc1ccc(Cl)cc1Cl)C(=O)Nc1ccncc1 (configuration not stated)	i	i	i	i	i	i	i	i	i	i	i
Cc1nc2sccn2c(=O)c1Br	i	i	i	i	i	i	i	i	i	i	i
CCCCCCC(=O)Nc1c(O)c2ccccc2[nH]c1=O	i	i	i	i	i	i	i	i	i	i	i
COc1ccc(C(=O)NCCCn2ccnc2)cc1	i	i	i	i	i	i	i	i	i	i	i
Cc1ccc(CNC(=O)c2ccc(N3CCC4(CC3)CC(c3cccc(Br)c3)=NO4)c(N)c2)cc1	.	i	i	i	i	i	i	i	i	i	i

An unsorted share of the library; any-hit rate near 5.8%.
